GSK3 alpha inh – blocks human GSK-3 alpha kinase | inhibition, % at 10 µM | P49840 | ADP-Glo luminescence, 60 min | AID 2650 | hit rate 0.1% among 320,000;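 in the data active = inhibition above about 50%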;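 also: GST-tagged GSK-3 alpha with peptide substrate and 25 µM ATP; 0% = DMSO neutral wells and 100% = GW8510 positive control wells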
Target sequence (P49840 whole entry, looked up): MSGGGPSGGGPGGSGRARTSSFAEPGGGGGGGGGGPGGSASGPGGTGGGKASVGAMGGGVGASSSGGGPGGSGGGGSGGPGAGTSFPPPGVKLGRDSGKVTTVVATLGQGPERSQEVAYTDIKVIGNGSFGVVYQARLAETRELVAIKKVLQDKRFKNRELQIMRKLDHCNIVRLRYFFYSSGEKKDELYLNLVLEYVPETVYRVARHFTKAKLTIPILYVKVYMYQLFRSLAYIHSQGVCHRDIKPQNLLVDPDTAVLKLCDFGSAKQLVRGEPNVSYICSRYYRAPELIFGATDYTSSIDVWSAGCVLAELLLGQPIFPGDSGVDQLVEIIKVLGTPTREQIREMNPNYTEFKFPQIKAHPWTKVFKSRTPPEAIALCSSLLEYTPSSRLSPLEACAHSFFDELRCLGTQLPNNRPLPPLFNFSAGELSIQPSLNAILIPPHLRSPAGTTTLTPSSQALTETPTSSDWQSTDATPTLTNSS
HDAC3 inhib – human HDAC3 inhibition. hit rate 0.15% among 320,000. O15379. inhibition, % at 8.3 µM. recombinant HDAC3, fluorogenic peptide/trypsin coupled, fluorescence; in the data active = inhibition above about 26%, passing the limit was not always enough; inconclusive = no clear call, values can overlap the other calls
Target sequence (O15379 whole entry, looked up): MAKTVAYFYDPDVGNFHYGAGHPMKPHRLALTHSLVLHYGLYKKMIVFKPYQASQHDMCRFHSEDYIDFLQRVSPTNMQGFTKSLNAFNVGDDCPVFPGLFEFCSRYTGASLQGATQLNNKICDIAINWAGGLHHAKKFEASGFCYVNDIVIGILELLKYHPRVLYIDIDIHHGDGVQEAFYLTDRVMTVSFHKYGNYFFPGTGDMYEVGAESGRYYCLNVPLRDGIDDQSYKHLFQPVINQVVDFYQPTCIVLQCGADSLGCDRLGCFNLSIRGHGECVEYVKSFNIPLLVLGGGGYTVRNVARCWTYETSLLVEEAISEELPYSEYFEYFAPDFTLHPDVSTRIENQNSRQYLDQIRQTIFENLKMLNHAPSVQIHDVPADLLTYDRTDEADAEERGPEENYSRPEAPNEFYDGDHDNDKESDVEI
Dyrk1A ADPGlo – inhibitors of rat Dyrk1A kinase; Q63470; hit rate 0.43% among 310,000; ADP-Glo luminescence, NFATc1 peptide; inhibition, % at 12.5 µM; AID 504441; in the data active = inhibition above about 50%;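 also: plate controls were vehicle with enzyme for no effect and no enzyme for full effect; many of its hits are not listed in these tables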
* marks the source's active call; other numbers are inactive results; ? = inconclusive. This is a subset. The share of hits here may be higher or lower than overall.

1: O=C(COc1ccc(Cl)cc1Br)NCC(c1ccco1)N1CCCC1 (stereo unspecified)
2: COc1ccc(S(=O)(=O)Nc2cccc3c2O[C@H](CN(C)S(=O)(=O)c2ccc(F)cc2)[C@H](C)CN([C@H](C)CO)C3=O)cc1
3: CC1CCCC(NC(=O)COC(=O)/C=C/c2ccco2)C1C (stereo unspecified)
4: C[C@@]12C(=O)N(Cc3ccco3)CC(=O)N1[C@H]1c3cc(Cl)ccc3OC[C@@H]1[C@@H]2c1ccccc1
5: O=C(NCCOc1ccccc1)C1=CC=CN2CCS(=O)(=O)N=C12
6: CC(Sc1nnc(C2CC2)n1C1CC1)C(=O)Nc1cccc(S(=O)(=O)N(C)C)c1 (stereo unspecified)
7: CCC(CO)Oc1cc(NCc2ccccc2OC)c2ncn(C(C)C)c2c1 (stereo unspecified)
8: Cc1cc(C(=O)CN2C(=O)C(=O)N(Cc3ccco3)C2=O)c(C)n1CCc1ccccc1
9: O=C1C=C(c2ccc(-c3ccccc3)cc2)C[C@@H](c2ccc(Cl)cc2)C1
10: CCOC(=O)[C@H]1[C@H]2COc3ccc(OC)cc3[C@@H]2N2C(=O)CN(Cc3ccc(Cl)cc3)C(=O)[C@@]12C

compound no. | 1 | 2 | 3 | 4 | 5 | 6 | 7 | 8 | 9 | 10
GSK3 alpha inh | -2 | -3 | -4 | 0 | -2 | 2 | 3 | 3 | -1 | -3
HDAC3 inhib | 0 | 3 | 8 | 5 | -3 | -4 | 8 | 3 | -9 | -6
Dyrk1A ADPGlo | 1 | 6 | -6 | 2 | -2 | 5 | -3 | -2 | -5 | -1

11: COc1ccc(S(=O)(=O)N2CCOCC2)cc1C(=O)NCc1ccccc1CN1CCCC1
12: O=C(CSc1n[nH]c(=O)[nH]c1=O)Nc1c(Cl)cc(Cl)cc1Cl
13: CN(CC(=O)Nc1ccc(F)cc1)C(=O)COC(=O)c1cccc(N(C)C)c1
14: N#Cc1ccccc1COC(=O)c1ccc2c(c1)OCO2
15: CCCSc1ccc([C@H]2N[C@@](CC(C)C)(C(=O)OC)[C@H]3C(=O)N(CC)C(=O)[C@@H]23)cc1
16: CCN(C[C@H]1N[C@@](C)(C(=O)OC)[C@H]2C(=O)N(C)C(=O)[C@@H]12)C(=O)COc1ccccc1
17: COc1ccc(CCNC(=O)COC(=O)c2cnc(Cl)c(Cl)c2)cc1
18: CCCNC(=O)C(Cc1ccccc1)NC(=O)c1cccc([N+](=O)[O-])c1 (stereo unspecified)
19: O=C(COc1ccc(-n2cnnn2)cc1)Nc1ccc(F)c(F)c1F
20: Cc1ccccc1NC(=O)Cc1nc(-c2c[nH]c(C(=O)N3CCCC3)c2)cs1

compound no. | 11 | 12 | 13 | 14 | 15 | 16 | 17 | 18 | 19 | 20
GSK3 alpha inh | -5 | -3 | 2 | -1 | -1 | 1 | -2 | -3 | 26 | 0
HDAC3 inhib | 8 | 7 | 2 | 4 | 6 | -3 | -4 | -1 | -3 | 7
Dyrk1A ADPGlo | 1 | -6 | -4 | 7 | 4 | 0 | 0 | 9 | 3 | -7

21: CON(C)C(=O)CC(CNC(=O)OC(C)(C)C)c1ccc(Cl)cc1 (stereo unspecified)
22: Nc1ccn(CC(=O)NCc2ccc3c(c2)OCO3)c(=O)n1
23: COc1cc2cc(CCO)oc(=O)c2cc1OC
24: O=C(COC(=O)C1CCCC1)Nc1cccc(Cl)c1Cl
25: C[C@H](CO)N1C[C@H](C)[C@@H](CN(C)Cc2ccc(Cl)c(Cl)c2)Oc2c(NC(=O)Cc3ccccc3)cccc2C1=O
26: CCOc1ccc(NC(=O)COC(=O)CCN2C(=O)C3CC=CCC3C2=O)cc1OCC (stereo unspecified)
27: COc1cccc(NC(=O)CN(C)C(=O)[C@@H]2CCCN2C(=O)c2cccs2)c1
28: COC(=O)[C@]1(C)N[C@H](CN(C)S(=O)(=O)c2ccccc2)[C@@H]2C(=O)N(Cc3ccccc3)C(=O)[C@@H]21
29: CCc1ccc2c(CN3CCN(S(=O)(=O)c4ccccc4F)CC3)cc(=O)oc2c1
30: c1cncc(-c2ccc3[nH]ccc3c2)c1

compound no. | 21 | 22 | 23 | 24 | 25 | 26 | 27 | 28 | 29 | 30
GSK3 alpha inh | -3 | 0 | -1 | 8 | -1 | -3 | -2 | -1 | 0 | -2
HDAC3 inhib | -3 | -7 | -4 | 0 | 1 | -6 | -3 | 0 | -4 | -2
Dyrk1A ADPGlo | 4 | -6 | 8 | -1 | 5 | 0 | -2 | -3 | -3 | 55*

31: C[C@H](CO)N1C[C@H](C)[C@@H](CN(C)S(=O)(=O)c2cn(C)cn2)Oc2ccc(NS(=O)(=O)c3ccccc3)cc2C1=O
32: COc1ccc(NC(=O)N(C)C[C@H]2Oc3c(NC(=O)c4nc5ccccc5s4)cccc3C(=O)N([C@@H](C)CO)C[C@H]2C)cc1
33: COc1ccc(NC(=O)N(C)C[C@H]2Oc3c(NC(=O)NC4CCCCC4)cccc3C(=O)N([C@H](C)CO)C[C@@H]2C)cc1
34: Cc1ccc(S(=O)(=O)NCC(=O)OCC(=O)N2CC(C)OC(C)C2)cc1 (stereo unspecified)
35: Cc1ccc(S(=O)(=O)Nc2ccc3c(c2)CC(=O)N([C@H](C)CO)C[C@@H](C)[C@H](CN(C)Cc2ccc(-c4ccccc4)cc2)O3)cc1
36: CCN(c1ccccc1)S(=O)(=O)c1ccc(Cl)c(C(=O)N2CCCC2)c1
37: CCOc1ccccc1NC(C)C(=O)NC(=O)NC1CCCCC1 (stereo unspecified)
38: CC(C)(C)OC(=O)C[C@H]1C/C=C\C[C@@H](CC(=O)N(CCO)Cc2ccccc2)C(=O)N[C@H](Cc2c[nH]c3ccccc23)COC1=O
39: O=C(NCCO)c1nc(C(=O)c2ccc(Cl)cc2)c2ccccc2n1
40: Nc1c(C(=O)OCC(=O)Nc2ccccc2Br)[nH]c(=O)[nH]c1=O

compound no. | 31 | 32 | 33 | 34 | 35 | 36 | 37 | 38 | 39 | 40
GSK3 alpha inh | -1 | -31 | -3 | 0 | 2 | 4 | -4 | -2 | -2 | 2
HDAC3 inhib | -2 | 7 | -5 | 2 | 0 | -3 | -3 | 10 | -5 | -1
Dyrk1A ADPGlo | -10 | 12 | -1 | -2 | 3 | -5 | 1 | 1 | -3 | -5

41: CC(NC(=O)COc1ccccc1)C(=O)NCc1ccc(S(N)(=O)=O)cc1 (stereo unspecified)
42: CC(C)c1ccc(S(=O)(=O)N2CCN(C(=O)C3=COCCO3)CC2)cc1
43: O=S(=O)(NCCN1CCOCC1)c1ccc2ccccc2c1
44: COc1cccc(C(=O)NC2C(=O)N3C(C(=O)O)=C(COC(C)=O)CSC23)c1 (stereo unspecified)
45: Cc1ccc2nc(NC(=O)CSCC(=O)Nc3cc(C)on3)sc2c1
46: Cc1c(NC(=O)C(C)Sc2nc(N)cc(=O)[nH]2)c(=O)n(-c2ccccc2)n1C (stereo unspecified)
47: COc1ccccc1COCC(O)CN1CCN(S(=O)(=O)c2cccc(F)c2)CC1 (stereo unspecified)
48: Cc1ccc(C(=O)NCC(=O)NCC(c2cccs2)N(C)C)cc1C (stereo unspecified)
49: COCCn1cnnc1SCC(=O)Nc1cc(C)on1
50: O=C(CSc1ccccc1F)Nc1ccc(N2CCOCC2)cc1

compound no. | 41 | 42 | 43 | 44 | 45 | 46 | 47 | 48 | 49 | 50
GSK3 alpha inh | 0 | -2 | -2 | -4 | 1 | -2 | -1 | -3 | 2 | 17
HDAC3 inhib | -3 | -3 | -7 | 9 | 0 | -6 | -3 | 7 | -3 | -1
Dyrk1A ADPGlo | 2 | 2 | 2 | 6 | 14 | 5 | -4 | -2 | -4 | 2

51: Cc1ccc(NC(=O)COC(=O)Cn2cnc3ccccc32)c(C)c1
52: O=C(CN1C(=O)C(=O)N(C2CCCC2)C1=O)Nc1ccc(OC(F)F)cc1
53: COc1ccc(C(CNS(=O)(=O)c2ccc(NC(C)=O)c(OC)c2)N2CCCCC2)cc1 (stereo unspecified)
54: COCCCNC(=O)c1cc(S(=O)(=O)NCCCN2CCCC2=O)ccc1Cl
55: COc1cc(N)c(Cl)cc1C(=O)OCC(=O)NCC1CCCCC1
56: CC(=O)c1ccc2c(c1)N(CCCN1CCC(CCO)CC1)c1ccccc1S2
57: CNC(=O)Cn1nc(C)c(S(=O)(=O)N2CCOCC2)c1C
58: C[C@@]12C(=O)Nc3ccc(Br)cc3C(=O)N1[C@H]1c3cc(Br)ccc3OC[C@@H]1[C@@H]2c1ccccc1
59: CC(C)c1ccc(S(=O)(=O)N2CCN(C(=O)n3ccnc3)CC2)cc1
60: CC(=O)c1ccccc1NC(=O)COC(=O)CN1C(=O)C2CCCCC2C1=O (stereo unspecified)

compound no. | 51 | 52 | 53 | 54 | 55 | 56 | 57 | 58 | 59 | 60
GSK3 alpha inh | -1 | 3 | -6 | -1 | 1 | -1 | -3 | 1 | -1 | -2
HDAC3 inhib | -4 | -5 | -8 | -2 | 12 | -29 | ? | -1 | 3 | 4
Dyrk1A ADPGlo | -7 | 2 | -7 | -2 | -10 | 6 | -4 | -1 | -3 | -5

61: CCCn1nc(C(=O)NCC2COc3ccccc3O2)c2ccccc2c1=O (stereo unspecified)
62: COc1ccc(OC)c(-c2nnc3n2N=C(c2ccc(OC)c(OC4CCOC4)c2)CS3)c1 (stereo unspecified)
63: O=C1C=C(c2ccc(O)cc2)C[C@@H](c2ccc(Cl)cc2)C1
64: O=C(COC(=O)CNC(=O)c1ccccc1F)NC12CC3CC(CC(C3)C1)C2
65: O=S(=O)(/N=C(/Nc1nc2ccccc2s1)c1ccccc1)c1ccccc1
66: O=C(OCC(=O)c1ccc[nH]1)c1cncc(Br)c1
67: CCCn1nc(C(=O)N(C)CC(=O)Nc2ccc(OCC)c(OCC)c2)c2ccccc2c1=O
68: CCOc1ccc(NC(=O)C2CC(=O)N(CCc3ccccc3)C2)cc1OC (stereo unspecified)
69: C[C@H](CO)N1C[C@H](C)[C@@H](CN(C)C(=O)NC2CCCCC2)Oc2ccc(NC(=O)Cc3ccccc3)cc2C1=O
70: Cc1ccc(S(=O)(=O)N2CCCCC2)cc1C(=O)OCC(=O)N1c2ccccc2NC(=O)C1(C)C

compound no. | 61 | 62 | 63 | 64 | 65 | 66 | 67 | 68 | 69 | 70
GSK3 alpha inh | 0 | 3 | -2 | 1 | -2 | -2 | -7 | 0 | -3 | 1
HDAC3 inhib | 2 | 5 | -7 | 1 | -5 | 0 | 1 | -2 | 3 | 17
Dyrk1A ADPGlo | -5 | -1 | 9 | -3 | -1 | 5 | 1 | 0 | -3 | -5

71: COc1ccccc1S(=O)(=O)Nc1ccc(S(=O)(=O)Nc2nccs2)cc1
72: COc1cccc(N2CCN(C(=O)c3cc4c(s3)CCCCC4)CC2)c1
73: CCOC(=O)N1CCN(C(=O)c2ccc(Cl)c(NC(=O)c3cccs3)c2)CC1
74: CC(=O)c1cccc(-c2csc(N3CCC(C(N)=O)CC3)n2)c1
75: COc1ccc(-c2ccc3c(c2)S(=O)(=O)c2cccc(C(=O)NC4CCCC4)c2C3=O)cc1OC
76: COc1ccccc1NS(=O)(=O)c1cccc(C(=O)N2CCN(C(=O)c3ccco3)CC2)c1

compound no. | 71 | 72 | 73 | 74 | 75 | 76
GSK3 alpha inh | -3 | 13 | 16 | -1 | -4 | 0
HDAC3 inhib | -2 | -6 | -2 | -1 | -13 | 1
Dyrk1A ADPGlo | -1 | 3 | 7 | 7 | -8 | -1

Of the compounds above, these have fluorine.
2: COc1ccc(S(=O)(=O)Nc2cccc3c2O[C@H](CN(C)S(=O)(=O)c2ccc(F)cc2)[C@H](C)CN([C@H](C)CO)C3=O)cc1
13: CN(CC(=O)Nc1ccc(F)cc1)C(=O)COC(=O)c1cccc(N(C)C)c1
19: O=C(COc1ccc(-n2cnnn2)cc1)Nc1ccc(F)c(F)c1F
29: CCc1ccc2c(CN3CCN(S(=O)(=O)c4ccccc4F)CC3)cc(=O)oc2c1
47: COc1ccccc1COCC(O)CN1CCN(S(=O)(=O)c2cccc(F)c2)CC1 (stereo unspecified)
50: O=C(CSc1ccccc1F)Nc1ccc(N2CCOCC2)cc1
52: O=C(CN1C(=O)C(=O)N(C2CCCC2)C1=O)Nc1ccc(OC(F)F)cc1
64: O=C(COC(=O)CNC(=O)c1ccccc1F)NC12CC3CC(CC(C3)C1)C2

compound no. | 2 | 13 | 19 | 29 | 47 | 50 | 52 | 64
GSK3 alpha inh | -3 | 2 | 26 | 0 | -1 | 17 | 3 | 1
HDAC3 inhib | 3 | 2 | -3 | -4 | -3 | -1 | -5 | 1
Dyrk1A ADPGlo | 6 | -4 | 3 | -3 | -4 | 2 | 2 | -3
